ATXN2 expr inh – ATXN2 expression inhibition; HEK-293 ATXN2-luciferase reporter, luminescence, 24 h; Potency, µM (highest dose often 57 µM), for inactives: at the highest dose activity change, negative = inhibition, most hits filed as inhibitors; hit rate 0.72% among 360,000; also: potency is read from the fitted curve at half-maximal effect; % is scaled to controls: 0 for no effect and ±100 for the full control effect; nearly all actives have a fitted effect of over 55% in size
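ATXN2-luciferase reporter cells (luciferase flanked by upstream and downstream ATXN2 gene portions) were treated 24 h at 37 °C with compounds at up to 57 uM. SteadyGlo luminescence gave expression; GF-AFC fluorescence gave viability.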
KB-3-1 cytotox – kills parental KB-3-1 adenocarcinoma cells; KB-3-1 viability, CellTiter-Glo ATP luminescence, 72 h; Potency, µM (titrated, usually from 46.1 µM), without a hit: at the top dose activity change, negative = cytotoxic, most hits filed as cytotoxic; hit rate 1.4% among 400,000; also: potency is read from the fitted curve at half-maximal effect; % is scaled to controls: 0 for no effect and ±100 for the full control effect; nearly all actives have a fitted effect of over 60% in size
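Viability of parental KB-3-1 cells, measured by CellTiter-Glo luminescence, followed a 72 h incubation at 37 °C with pinned compounds in phenol-red-free DMEM containing 10% FBS.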
IL1B secr inh – blocks inflammasome-driven IL-1 beta release | THP-1 LPS/ATP IL-1B secretion, AlphaLISA, 16 h; stronger effect = lower value | activity change, % at 57.5 µM | hit rate 4.7% among 360,000 | AID 743279; in the data active = activity change below about -50%; inconclusive = mostly about -30% to -49%; also: % is scaled to controls: 0 for no effect and ±100 for the full control effect
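Secreted IL-1B measured by AlphaLISA bead assay after 16 h compound exposure of THP-1 cells; compounds (final up to 57.5 uM) added 1 h before LPS (250 ng/mL) and ATP (1.25 mM) stimulation; lower signal means less secretion.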
HT1080-NT tox – kills 2HG-producing HT-1080-NT fibrosarcoma cells; Potency, µM (series often up to 46.1 µM), inactives show at the top dose activity, negative = less viability, actives largely listed as cytotoxic; HT-1080-NT fibrosarcoma viability, CellTiter-Glo ATP luminescence, 48 h; hit rate 1.6% among 360,000;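 also: NT is the 2HG producing partner of a matched IDH1 knockdown line; potency is read from the fitted curve at half-maximal effect; 0% = DMSO-treated cells and -100% = media-only wells without cells; nearly all actives have a fitted effect of over 55% in size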
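Luminescent CellTiter-Glo readout after 48 hours of compound exposure at 37 degrees C defined viability of HT-1080-NT cells. Activity was normalized to DMSO wells and cell-free media wells; concentration-response curves were fitted and assigned curve classes.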
HT1080 IDH1KD tx – kills HT-1080 cells with IDH1 knockdown; HT-1080 IDH1 knockdown viability, ATP luminescence, 48 h; Potency, µM (doses to about 46.1 µM), without a hit: at the top dose activity, negative = toxicity, usual class: cytotoxic; hit rate 2% among 360,000;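 also: potency is read from the fitted curve at half-maximal effect; 0% = DMSO wells and -100% = cell-free medium wells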
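IDH1KD HT-1080 cells, 750/well, RPMI + 5% FBS; compound pinned after 2 h settling; 48 h, 37 °C; CellTiter-Glo luminescence; % activity normalised to DMSO and no-cell wells; curves fitted, classed by r2 and efficacy.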
MCF10A rerep – DNA re-replication induction in MCF 10a cells. hit rate 2.9% among 350,000. Potency, µM (doses to about 46.1 µM), without a hit: top-dose activity, positive = re-replication, actives largely listed as activators. MCF 10A DNA re-replication, Hoechst nuclear intensity, 48 h. AID 624296; also: potency is read from the fitted curve at half-maximal effect; % of control where 0% means no effect; nearly all actives have a fitted effect of over 50% in size
ATXN viability – viability counter-screen for ATXN expression inhibitors | S2 cells (HEK-293 line with an ATXN2-luciferase reporter) viability, CellTiter-Fluor protease fluorescence, 24 h | Potency, µM (titrated, usually from 56.7 µM), usual class: cytotoxic | hit rate 0.49% among 400,000; also: potency is read from the fitted curve at half-maximal effect; nearly all actives have a fitted effect of over 40% in size
SW480 rerep – induces DNA re-replication in SW480 colon adenocarcinoma cells | SW480 DNA re-replication, Hoechst DNA content imaging, 48 h | Potency, µM (doses to about 46.1 µM), without a hit: at the top dose re-replication activation, most hits filed as activators | hit rate 1.8% among 340,000; also: potency is read from the fitted curve at half-maximal effect; % of control where 0% means no effect; nearly all actives have a fitted effect of over 55% in size
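Quantitative HTS format with DMSO vehicle controls; 48 hr drug incubation at 37 C, then 40 min Hoechst staining and scanning imager measurement at 405 nm excitation.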
HepG2 viability – HepG2 cytotoxicity, counter-screen for TGF-b inhibitors; Potency, µM (doses to about 46.1 µM), for the others: top-dose activity change, negative = cytotoxicity, hits mostly cytotoxic; HepG2 CAGA-GFP viability, ATP luminescence, 18 h; hit rate 0.76% among 410,000; also: potency is read from the fitted curve at half-maximal effect; some results filed as inactive show a strong effect at the top dose
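HepG2 CAGA-GFP cells (1000/well, DMEM with 1% FBS) received compound, then TGF-beta at 500 pg/mL final, and were incubated 18 hours at 37 degrees C. Viability was read by CellTiter-Glo luminescence. Media-only wells were set as complete cell-killing and DMSO as no toxicity.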
An asterisk follows results filed as active; & = joins results of further samples. Unless noted, calls follow the shape of the dose curve; as a rule, active = well fitted curve in the direction sought with a large enough effect; inconclusive = small, poorly fitted or top-dose-only effect, or another doubt; inactive = no such curve, though single readings can be large; an effect the other way counts as inactive or inconclusive.

Cc1ccc(-c2nnc(-n3ncc(C#N)c3N)c3ccccc23)cc1C was read as ATXN2 expr inh -38%, KB-3-1 cytotox -2%, IL1B secr inh 0, HT1080-NT tox -22%, HT1080 IDH1KD tx -20%, MCF10A rerep -7%, ATXN viability inactive, SW480 rerep inconclusive and HepG2 viability -13%.
Screening NNC(=O)CN1C(c2ccc(Br)cc2)=Nc2ccc(Br)cc2C1c1ccccc1 (configuration not stated) returned ATXN2 expr inh -24%, KB-3-1 cytotox -3%, IL1B secr inh inconclusive, HT1080-NT tox inconclusive, HT1080 IDH1KD tx inconclusive, MCF10A rerep 12%, ATXN viability inactive, SW480 rerep 6% and HepG2 viability 0%.
CCOC(=O)c1cnc2c(-c3ccc(Cl)cc3)c(C)nn2c1N was read as ATXN2 expr inh -21%, KB-3-1 cytotox -7%, IL1B secr inh -2, HT1080-NT tox 15%, HT1080 IDH1KD tx 16%, MCF10A rerep -9%, ATXN viability inconclusive, SW480 rerep 0% and HepG2 viability 1%.
Screening C/C(CCC1CC(C)(C)OC1=O)=N\NC(N)=S (configuration not stated) returned ATXN2 expr inh 19%, KB-3-1 cytotox -3%, IL1B secr inh 1, HT1080-NT tox -11%, HT1080 IDH1KD tx -11%, MCF10A rerep 7%, ATXN viability inconclusive, SW480 rerep -15% and HepG2 viability -6%.
Screening O=C(COC(=O)c1ccccn1)Nc1nc(-c2cccc([N+](=O)[O-])c2)cs1 returned ATXN2 expr inh 18%, KB-3-1 cytotox 13%, IL1B secr inh -30, HT1080-NT tox -2%, HT1080 IDH1KD tx 7%, MCF10A rerep -1%, ATXN viability inactive, SW480 rerep 2% and HepG2 viability -28%.
`CCN(CC)c1ccc(NC(=O)CCS(=O)(=O)c2cccc3nsnc23)c(C)c1` gave ATXN2 expr inh -20%, KB-3-1 cytotox 3%, IL1B secr inh 4, HT1080-NT tox -8%, HT1080 IDH1KD tx -1%, MCF10A rerep inconclusive, ATXN viability inactive, SW480 rerep 7% and HepG2 viability -24%&-19%.
For Cc1cc(Cl)ccc1NC(=O)C1CCCN1S(=O)(=O)c1ccc2c(c1)CCCC(=O)N2 (configuration not stated) the results were ATXN2 expr inh -15%, KB-3-1 cytotox -28%, ATXN viability inactive and HepG2 viability -26%.
`COc1ccc(NC(C)=O)cc1NC(=O)CN1CCN(C2c3ccccc3-c3ccccc32)CC1` gave ATXN2 expr inh -20%, KB-3-1 cytotox inconclusive, IL1B secr inh -11, HT1080-NT tox -21%, HT1080 IDH1KD tx -24%, MCF10A rerep 21µM*, ATXN viability inactive, SW480 rerep 21% and HepG2 viability 10%.
Cn1nc(C(F)(F)F)c(C#N)c1N1CCN(c2ccc(F)cc2)CC1 was read as ATXN2 expr inh -12%, KB-3-1 cytotox inconclusive, IL1B secr inh -12, HT1080-NT tox -7%, HT1080 IDH1KD tx -11%, MCF10A rerep 4%, ATXN viability inactive, SW480 rerep 9% and HepG2 viability -31%.
Screening CCOC(=O)c1sc(=S)n(C)c1N returned ATXN2 expr inh -4%, KB-3-1 cytotox 7%, IL1B secr inh -4, HT1080-NT tox 10%, HT1080 IDH1KD tx 8%, MCF10A rerep -2%, ATXN viability inactive, SW480 rerep 0% and HepG2 viability -4%.
Screening CC(=O)c1nnn(-c2cccc(C#N)c2)c1C returned ATXN2 expr inh 2%, KB-3-1 cytotox -1%, IL1B secr inh -7, HT1080-NT tox 16%, HT1080 IDH1KD tx -3%, MCF10A rerep -3%, ATXN viability inactive, SW480 rerep -15% and HepG2 viability 14%.
CCOc1ccc(CCNC(=O)c2[nH]c3cc(OC)ccc3c2Sc2ccccc2)cc1OCC was read as ATXN2 expr inh -1%, KB-3-1 cytotox 2%, ATXN viability inactive and HepG2 viability -39%.
Screening O=C1COc2ccc(S(=O)(=O)N3CCC(C(=O)NCc4ccc(F)cc4)CC3)cc2N1 returned ATXN2 expr inh 2%, KB-3-1 cytotox 11%, IL1B secr inh 12, HT1080-NT tox 0%, HT1080 IDH1KD tx 2%, MCF10A rerep 19%, ATXN viability inactive, SW480 rerep 14% and HepG2 viability -8%.
CCOc1cc2[nH]c(=O)n(CCCCCC(=O)NCc3ccco3)c(=O)c2cc1OCC was read as ATXN2 expr inh -13%, KB-3-1 cytotox 18%, IL1B secr inh 10, HT1080-NT tox inconclusive, HT1080 IDH1KD tx inconclusive, MCF10A rerep 4%, ATXN viability inactive, SW480 rerep 1% and HepG2 viability 2%.
For O=C(OCc1ccc(Br)cc1)c1cccnc1 the results were ATXN2 expr inh -23%, KB-3-1 cytotox 0%, IL1B secr inh -9, HT1080-NT tox 2%, HT1080 IDH1KD tx 2%, MCF10A rerep 1%, ATXN viability inactive, SW480 rerep 2% and HepG2 viability -1%.
For COc1ccc(CCNc2ccc(S(N)(=O)=O)cn2)cc1 the results were ATXN2 expr inh 13%, KB-3-1 cytotox -1%, IL1B secr inh -1, HT1080-NT tox -1%, HT1080 IDH1KD tx -15%, MCF10A rerep -2%, ATXN viability inactive, SW480 rerep inconclusive and HepG2 viability 6%.
For Cc1ccc(Cn2cccc(NC(=O)c3ccco3)c2=O)cc1 the results were ATXN2 expr inh 28%, KB-3-1 cytotox 1%, IL1B secr inh 28, HT1080-NT tox -1%, HT1080 IDH1KD tx -10%, MCF10A rerep 1%, ATXN viability inconclusive, SW480 rerep -9% and HepG2 viability -24%.
For Cc1ccc(Cl)c(NC(=O)CSc2n[nH]c(=O)n2C2CC2)c1Cl the results were KB-3-1 cytotox -5%, IL1B secr inh 12, HT1080-NT tox 19%, HT1080 IDH1KD tx 0%, MCF10A rerep -1%, SW480 rerep 4% and HepG2 viability 0%.
For O=C(Nc1sc2c(c1C(=O)NCC1CCCO1)CCC2)c1cc(=O)c2ccccc2o1 (configuration not stated) the results were ATXN2 expr inh 10%, KB-3-1 cytotox 26%, ATXN viability inactive and HepG2 viability -3%.
For COc1cccc(N2CCN(CC(=O)c3c[nH]c4ccc(OC)cc34)CC2C)c1 (configuration not stated) the results were ATXN2 expr inh -13%, KB-3-1 cytotox inconclusive, IL1B secr inh -2, HT1080-NT tox inconclusive, HT1080 IDH1KD tx inconclusive, MCF10A rerep 4%, ATXN viability inactive, SW480 rerep -1% and HepG2 viability -28%.
`C[C@H](CO)N1C[C@H](C)[C@H](CN(C)C(=O)c2cc(-c3ccccc3)on2)OCc2cnnn2CCCC1=O` gave ATXN2 expr inh -1%, KB-3-1 cytotox -3%, IL1B secr inh -1, HT1080-NT tox 3%, HT1080 IDH1KD tx -2%, ATXN viability inactive and HepG2 viability -9%.
`CC1(C(=O)Nc2ccccc2)Cc2ccccc2C(=O)O1` (configuration not stated) gave ATXN2 expr inh 3%, KB-3-1 cytotox 14%, IL1B secr inh 1, HT1080-NT tox 5%, HT1080 IDH1KD tx 9%, MCF10A rerep 0%, ATXN viability inactive, SW480 rerep -4% and HepG2 viability 8%.
`COc1cc(/C=C/C(=O)OCN2C(=O)c3ccccc3C2=O)ccc1OC(F)F` gave ATXN2 expr inh -1%, KB-3-1 cytotox -4%, IL1B secr inh inactive, HT1080-NT tox 10%, HT1080 IDH1KD tx 20%, MCF10A rerep -2%, ATXN viability inactive, SW480 rerep -19% and HepG2 viability 2%.
Screening O=S(=O)(c1ccc(-c2n[nH]c(=S)o2)cc1)N1CCCC1 returned ATXN2 expr inh -5%, KB-3-1 cytotox 7%, IL1B secr inh 26, HT1080-NT tox -1%, HT1080 IDH1KD tx -3%, MCF10A rerep -2%, ATXN viability inconclusive, SW480 rerep -19% and HepG2 viability -4%.
COC(=O)c1ccc(NC(=O)CCn2cnnn2)cc1 was read as ATXN2 expr inh 2%, KB-3-1 cytotox 7%, ATXN viability inactive and HepG2 viability -2%.
Screening CN(C(=O)COC(=O)C1CCN(S(=O)(=O)c2c(Cl)cccc2Cl)CC1)c1ccccc1 returned ATXN2 expr inh -15%, KB-3-1 cytotox -12%, IL1B secr inh 42, HT1080-NT tox -3%, HT1080 IDH1KD tx -1%, MCF10A rerep 2%, ATXN viability inactive, SW480 rerep 12% and HepG2 viability 11%.
Screening CCCn1c(SCC(=O)Nc2ccc(S(=O)(=O)N(C)C)cc2)n[nH]c1=O returned ATXN2 expr inh -13%, KB-3-1 cytotox 20%, IL1B secr inh 23, HT1080-NT tox 4%, HT1080 IDH1KD tx 1%, MCF10A rerep -2%, ATXN viability inactive, SW480 rerep -2% and HepG2 viability -2%.
`NC(=O)CSc1ncnc2c1nnn2Cc1ccc(F)cc1` gave ATXN2 expr inh -9%, KB-3-1 cytotox -5%, IL1B secr inh -96*, HT1080-NT tox -15%, HT1080 IDH1KD tx inconclusive, MCF10A rerep inconclusive, ATXN viability inconclusive, SW480 rerep -4% and HepG2 viability -24%.
For Cc1cccc(NC(=O)CSc2nc(-c3ccco3)cc(C(F)(F)F)n2)c1C the results were ATXN2 expr inh 1%, KB-3-1 cytotox -23%, ATXN viability inactive and HepG2 viability -9%.
O=C(NCCOC(=O)Nc1cccc2ccccc12)OCc1ccccc1 was read as ATXN2 expr inh -1%, KB-3-1 cytotox 4%, IL1B secr inh -30, HT1080-NT tox 9%, HT1080 IDH1KD tx 5%, MCF10A rerep 11%, ATXN viability inconclusive, SW480 rerep -10% and HepG2 viability -26%.
For CCN(CC)c1ccc(C(=O)NNC(=O)CCl)cc1 the results were ATXN2 expr inh 9%, KB-3-1 cytotox inconclusive, IL1B secr inh inconclusive, HT1080-NT tox -15%, HT1080 IDH1KD tx inconclusive, MCF10A rerep 25%, ATXN viability inconclusive, SW480 rerep inconclusive and HepG2 viability -11%.

Bioassay records as filed in PubChem BioAssay.
